S100A4 inh HTS: inhibitors of S100A4-myosin IIA peptide binding, primary screen, biochemical, fluorescence polarization, TAMRA-MyoIIA peptide; Protein S100-A4 (Homo sapiens), P26447; inhibition, % at 10.7 µM; 360,000 tested, 0.14% active; AID 652163, 2013;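 active = mean inhibition of at least 70% across replicates, with every replicate also reaching that level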
Target sequence (P26447 whole entry, looked up): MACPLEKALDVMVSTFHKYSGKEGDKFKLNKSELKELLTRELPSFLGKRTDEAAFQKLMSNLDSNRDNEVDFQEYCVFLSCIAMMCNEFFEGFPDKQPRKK
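Test system – S100A4 monomer (human) · Compound – single-point compound testing · Schedule – 5 min incubation before reading · Probe or stimulus – TAMRA-labelled myosin IIA heavy-chain peptide probe, 5 nM · Benchmarks – neutral control DMSO, positive control TFP · Medium – Calcium-containing HEPES buffer, pH 7.2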
RAD52 anneal inh: RAD52 DNA annealing inhibitors, primary screen, biochemical, FRET, single point, set 2; DNA repair protein RAD52 homolog (Homo sapiens), P43351; inhibition, % at 18.7 µM; recombinant RAD52 DNA annealing, FRET fluorescence; 360,000 tested, 0.46% active;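 active = every replicate showing at least 50% inhibition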
ERp5 inh: inhibitors of ERp5-driven insulin aggregation, primary screen, biochemical, turbidity, absorbance 650 nm, single point; Protein disulfide-isomerase A6 (Homo sapiens), Q15084; 90 min; inhibition, % at 9.99 µM; 350,000 tested, 0.05% active; AID 651711, 2012;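 active = mean replicate inhibition above about 25%, with every replicate also reaching it, limit read from the data, passing the limit was not always enough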
Xi reactivation: activators of inactive X chromosome reactivation, primary screen, imaging, XiGFP fibroblasts, GFP high-content imaging, set 2; 360,000 tested, 0.055% active; AID 743238, 2013; activation, % at 7.58 µM; XiGFP mouse fibroblasts, % GFP-positive cells imaging, 3 d; cells co-treated with 5-aza-dC sensitizer; scaled so ellipticine positive control = 100%;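 active = mean normalized replicate activation at least 10% and every replicate at or above 10%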;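 note: 0% = median of on-plate neutral control wells and 100% = ellipticine 6 µM median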
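Material: SV40-immortalized XiGFP fibroblast cells, line 68-5-11 | Buffer or medium: DMEM containing 5-aza-dC | Dosing: One concentration, pinned | Times: 3 d treatment, 15 min room-temperature fixation | Controls: Ellipticine 6 µM positive control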
ERAP1 inh: human ERAP1 aminopeptidase inhibitors, primary screen, biochemical, single point, plate reader; Endoplasmic reticulum aminopeptidase 1 (Homo sapiens), Q9NZ08; recombinant ERAP1, Leu-AMC fluorescence, 60 min; inhibition, % at 10.7 µM; 340,000 tested, 0.15% active; AID 652197, 2013;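 active = mean replicate inhibition of at least 30%, or all replicates individually reaching that 30% level; inactive = mean below 30% and not every replicate reaching it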;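 note: 0% = neutral control wells and 100% = L-leucinethiol positive control wells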
RAD54 inh: inhibitors of human RAD54 branch migration, primary screen, biochemical, fluorescence, single point; DNA repair and recombination protein RAD54-like (Homo sapiens), Q92698; RAD54 Holliday junction branch migration, FAM/BHQ fluorescence; inhibition, % at 10.4 µM; 360,000 tested, 0.14% active;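 active = mean normalized replicate activity at least 40 and at least half of replicates scoring 40 or more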;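 note: 0% = median of neutral control wells and 100% = median of positive control wells; inhibitors cause a drop in the FAM fluorescence signal; in these data hits start at about 50%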
Target sequence (Q92698 whole entry, looked up): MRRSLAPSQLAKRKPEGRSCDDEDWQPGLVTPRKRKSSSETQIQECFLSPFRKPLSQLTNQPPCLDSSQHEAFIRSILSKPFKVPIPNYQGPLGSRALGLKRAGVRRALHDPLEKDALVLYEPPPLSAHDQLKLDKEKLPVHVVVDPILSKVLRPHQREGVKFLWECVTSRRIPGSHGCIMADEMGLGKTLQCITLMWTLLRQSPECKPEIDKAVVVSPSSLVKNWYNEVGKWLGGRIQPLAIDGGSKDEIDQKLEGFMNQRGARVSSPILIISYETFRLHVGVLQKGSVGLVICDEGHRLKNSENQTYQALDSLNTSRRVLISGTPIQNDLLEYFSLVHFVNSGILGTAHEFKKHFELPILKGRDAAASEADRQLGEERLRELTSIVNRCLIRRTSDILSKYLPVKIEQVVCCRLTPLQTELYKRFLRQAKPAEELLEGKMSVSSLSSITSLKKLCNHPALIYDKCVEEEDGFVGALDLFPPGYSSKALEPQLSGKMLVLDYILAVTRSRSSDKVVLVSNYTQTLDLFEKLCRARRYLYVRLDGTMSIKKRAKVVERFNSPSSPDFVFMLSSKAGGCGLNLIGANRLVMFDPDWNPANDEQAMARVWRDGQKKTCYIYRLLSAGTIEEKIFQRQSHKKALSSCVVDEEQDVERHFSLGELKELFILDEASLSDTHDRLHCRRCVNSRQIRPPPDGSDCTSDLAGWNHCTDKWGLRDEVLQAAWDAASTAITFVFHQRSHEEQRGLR
E-sel inducer: E-selectin induction in HUVECs, primary screen, imaging, HUVEC, immunofluorescence imaging, single point. P16581. normalized: neutral wells 0, TNF-alpha wells 100. activation, % at 7.58 µM. 260,000 tested, 0.37% active;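 active = mean E-selectin-positive cell signal at least 10% of the positive control, reached in at least 60% of replicates, without over 20% cell loss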;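 note: in these data hits start at about 27%; measured in HUVEC primary endothelial cells; signal is the percent of cells scored E-selectin positive by PE staining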
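System: HUVEC, human umbilical vein endothelial cells; quantity: 3,000 cells/well; buffer or medium: EGM-2 medium, gelatin-coated wells; dosing: single-point compound dose; detection: immunofluorescence imaging; evaluation: % PE-positive cells; benchmarks: TNF-alpha, DMSO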
esBAF inh: Bmi1 luciferase reporter increase in mESCs, primary screen, esBAF inhibitor project, mouse ES cells, Bmi1 luciferase knock-in, single point | 24 h; 100% = twice the neutral-well signal | AID 602393, 2012 | reporter increase, % at 12.5 µM | 350,000 tested, 2% active; in the data active = activation above about 40%;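 note: 0% = median of the plate's neutral control wells and 100% = double that signal; a rise in the Bmi1 reporter signal indicates esBAF inhibition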
Active calls of the source: *; nt = no result given; & = joins results of further samples.

Start of the data: the first 3 records as a preview:
SMILES	S100A4 inh HTS	RAD52 anneal inh	ERp5 inh	Xi reactivation	ERAP1 inh	RAD54 inh	E-sel inducer	esBAF inh
CC(C)(C)NCCOCCOc1ccc(Cl)cc1C(C)(C)C	-4	8	1	0.1	6	nt	nt	nt
CCN(C[C@@H]1N[C@H](CO)[C@H]1c1ccc(C2=CCCC2)cc1)C(=O)c1ccncc1	-12	1	5	0.3	0	6	-0.8	-12
COc1ccc(NC(=O)OCCn2c([N+](=O)[O-])cnc2C)cc1	-7	-8	1	0.1	-2	nt	nt	nt

All compounds of this part, previewed entries included:
SMILES	S100A4 inh HTS	RAD52 anneal inh	ERp5 inh	Xi reactivation	ERAP1 inh	RAD54 inh	E-sel inducer	esBAF inh
CC(C)(C)NCCOCCOc1ccc(Cl)cc1C(C)(C)C	-4	8	1	0.1	6	nt	nt	nt
CCN(C[C@@H]1N[C@H](CO)[C@H]1c1ccc(C2=CCCC2)cc1)C(=O)c1ccncc1	-12	1	5	0.3	0	6	-0.8	-12
COc1ccc(NC(=O)OCCn2c([N+](=O)[O-])cnc2C)cc1	-7	-8	1	0.1	-2	nt	nt	nt
CC(=O)Nc1sc2c(c1C(c1cccc(F)c1)N1CCN(CCO)CC1)CCCC2 (configuration not stated)	-1	2	-2	0.2	2	-9	0.0	2
CCCCn1c(=O)nc2n(-c3ccc(OC)cc3)c3ccccc3cc-2c1=O	1	-34	2	0.1	9	-2	nt	-3
N#CCCn1cc(C(=O)N2CCOCC2)c(-c2ccc3c(c2)OCCO3)n1	-5	4	3	0.0	-4	6	2.8	-8
COc1ccc2c3c(n(C)c2c1)[C@H](CO)N(C(=O)c1ccccc1)CC31CCN(C(=O)c2ccccc2)CC1	73*	2	-2	0.0	-4	nt	-0.2	nt
CCCCOC(=O)C1=C(C)NC(=O)NC1c1cccc([N+](=O)[O-])c1 (configuration not stated)	-7	-12	4	0.2	-3	-1	nt	6
Cc1cccc(C(=O)Nc2nsc(N)n2)c1	-7	-19	-5	0.1	0	-1	-0.1	9
CO[C@@H](C(=O)N(C)C[C@@H]1OCc2ccccc2-c2ccccc2C(=O)N([C@H](C)CO)C[C@@H]1C)c1ccccc1	-9	-5	-12	0.3	1	-6	0.6	-1
COC(=O)c1sccc1NC(=O)c1ccnn1C	2	-4	1	0.0	0	12	-0.3	-3
COc1ccc2c(c1)C(=NNc1ccc(C(=O)O)cc1)c1cc(OC)ccc1-2	-3	-16	0	0.0	3	9	2.5	8
CN(CCCC(=O)NC1CC(C)(C)NC(C)(C)C1)S(=O)(=O)c1ccc([N+](=O)[O-])cc1	0	-9	10	0.0	0	nt	nt	nt
COc1ccc([Si](C)(C)[C@@H]2[C@@H](CCO)O[C@]3(C(=O)N(Cc4cccc(N5CCCCC5=O)c4)c4ccccc43)[C@H]2C)cc1	-6	16	3	nt	1	1	nt	nt
COC(=O)c1cc(-c2cccs2)[nH]n1	-21	-20	-2	0.0	-3	nt	-0.1	nt
COC(=O)Cc1nnc(SCC(=O)Nc2ccccc2)c2ccccc12	-14	-18	0	0.1	3	-6	nt	1
COc1ccc(C)cc1NC(=S)NNC(=O)c1c(Br)cnn1C	-3	8	4	0.0	0	nt	nt	nt
C[C@@H]1CCCCO[C@H](CN(C)S(C)(=O)=O)[C@@H](C)CN([C@H](C)CO)C(=O)c2cc(NS(=O)(=O)c3cn(C)cn3)ccc2O1	8	-7	4	0.0	0	3	2.1	0
COc1ccc(CN2C(=NC(=O)COc3ccccc3)SC3CS(=O)(=O)CC32)cc1 (configuration not stated)	4	-10	3	0.2	3	-3	nt	-5
Cc1cccc(N2CC(C(=O)Nc3nnc(SCc4ccccn4)s3)CC2=O)c1 (configuration not stated)	-2	-43	-1	-0.1	4	3	-0.2	-6
CCN(CC)C(=O)c1[nH]cnc1C(=O)Nc1cccc(C)c1	13	3	4	0.0	2	-1	1.5	nt
Cc1ccc(-c2csc3ncnc(SCC(=O)NCC4CCCO4)c23)cc1 (configuration not stated)	-2	-49	-5	0.1	-2	-4	-0.5	3
Cc1ccc(N(C(=O)c2cc3ccccc3oc2=O)C2C=CS(=O)(=O)C2)cc1 (configuration not stated)	7	-10	6	-0.1	2	nt	nt	nt
COCCN(C(=O)c1oc2ccccc2c1COC)c1c(N)n(CC(C)C)c(=O)[nH]c1=O	2	-5	0	0.1	1	nt	-0.6	-1
COc1ccc(-c2csc(NC(=O)C3CCN(C(=O)c4ccc(F)cc4)CC3)n2)cc1OC	-1	-66	29*	0.3	-6	-6	-0.3	nt
Cc1ccc(C)c(S(=O)(=O)NNC(=O)Nc2ccccc2Cl)c1	3	-4	1	0.1	1	1	-0.3	-6
COc1ccc(/C=C(\NC(=O)c2ccc([N+](=O)[O-])cc2)C(=O)NCCCN2CCOCC2)cc1	-2	-11	-1	0.0	-9	4	-0.1	-3
Cc1ccc(NC(=O)c2cnn(-c3ccccc3)c2C)cc1C	2	-22	-8	0.1	6	0	nt	-56
Cc1cc(C(=O)Nc2ccc3c(c2)C(=O)N(C)[C@@H]2CC[C@H](CC(=O)O)O[C@H]2CO3)no1	nt	nt	nt	0.0	nt	-2	0.1	-2
COc1ccccc1CNC(=O)C[C@H]1CC[C@@H](NC(C)=O)[C@@H](CO)O1	-27	3	5	-0.7	-4	-8	-0.1	-1
N#C[C@@H]1[C@H](c2ccccc2)[C@H](CO)N1C(=O)Cc1ccccc1	-18	-11	4	0.1	-4	-9	0.0	2
Cn1ncc(N2CCN(S(=O)(=O)c3ccc(Br)cc3)CC2)c(Cl)c1=O	-2	-28	2	0.0	0	3	nt	2
O=C(NNC(=O)c1cc2ccccc2[nH]1)OCc1ccccc1	9	-9	-3	-0.2	6	3	0.5	9
Cc1ccc(S(=O)(=O)Oc2cccc(/C=N/Nc3ccc(C(=O)O)cc3)c2)cc1	5	-10	-5	1.9	2	-2	nt	15
CC1=NN(c2ccccc2C(=O)O)C(=O)C1N=Nc1ccccc1 (configuration not stated)	6	14	2	0.5	2	-12	0.3	4
COc1cc(NC(=O)CSc2nc(C)c(C)c(C)n2)cc(OC)c1	0	-15	1	0.1	-11	3	-0.5	4
CCc1cc(=O)n2[nH]c(C)c(-c3ccc(OC)cc3)c2n1	-7	-1	-2	0.0	-1	-6	nt	3
O=c1ccc(-c2ccc(S(=O)(=O)N3CCN(c4ccccc4)CC3)o2)n[nH]1	-7	-15	0	0.0	0	-5	nt	1
N#C[C@H]1[C@@H](c2ccc(C3=CCCC3)cc2)[C@H](CO)N1C(=O)c1ccccn1	-6	-64	0	-0.1	2	1	-0.4	-3
C[C@H]1CN([C@@H](C)CO)C(=O)c2cc(C#Cc3ccccc3F)cnc2O[C@H]1CN(C)C(=O)C1CC1	-21	13	6	0.3	1	2	0.9	-4
C[C@@H]1CN([C@H](C)CO)C(=O)c2c(c3ccccc3n2C)-c2ccccc2CO[C@H]1CN(C)C(=O)Nc1ccc(-c2ccccc2)cc1	3	12	0	-0.1	-12	nt	0.2	nt
COc1ccc(S(=O)(=O)Nc2ccc3c(c2)CC(=O)N([C@H](C)CO)C[C@@H](C)[C@@H](CN(C)Cc2ccc(Cl)c(Cl)c2)O3)cc1	-11	1	8	-0.5	5	1	-0.3	-2
C[C@@H]1CN([C@H](C)CO)C(=O)c2c(c3ccccc3n2C)-c2ccccc2CO[C@H]1CN(C)Cc1cccc2c1OCCCO2	-7	nt	10	0.2	-1	nt	5.1	nt
CC(C)[C@H](NC(=O)[C@@H]1Cc2ccccc2CN1C(=O)OC(C)(C)C)C(=O)NCC1CCC(C(=O)O)CC1 (some centres not stated)	0	-4	3	0.0	-2	-4	0.1	2
COc1ccc(NC(=O)c2cc(C3CCCCN3C(=O)Cc3ccc(N(C)C)cc3)on2)c(C)c1 (configuration not stated)	41	-19	-1	-0.1	-2	3	-0.1	1
N#Cc1cccc(C#N)c1N1CCC(C#N)CC1	4	-21	1	0.1	3	nt	nt	nt
O=C(NC1CC1)C1=C[C@H](c2coc3ccccc3c2=O)C[C@H](OCCCCO)O1	-1	3	3	0.2	-1	2&4	0.4	-2
O=C(CNCC1CCCCC1)Nc1ccc(OC(F)(F)F)cc1	-6	-7	-3	0.1	-3	-14	nt	-1
COC(=O)c1ccc(C23CC4(C2)[C@H](CN(Cc2cccnc2)[C@@H]4c2ccccc2)C3c2ccccc2)cc1 (some centres not stated)	-18	-48	2	0.0	2	14	0.1	-8
COc1ccccc1NC(=O)C(C)OC(=O)CCNS(=O)(=O)c1ccc(C)c(C)c1 (configuration not stated)	4	2	0	0.4	2	0	7.1	6
COc1cccc(-c2nnc(SCC(=O)N3CC(C)CC(C)C3)o2)c1 (configuration not stated)	4	-5	1	0.1	0	-1	0.0	-10

A stretch from the list above, for reference:
SMILES	S100A4 inh HTS	RAD52 anneal inh	ERp5 inh	Xi reactivation	ERAP1 inh	RAD54 inh	E-sel inducer	esBAF inh
COc1ccccc1NC(=O)C(C)OC(=O)CCNS(=O)(=O)c1ccc(C)c(C)c1 (configuration not stated)	4	2	0	0.4	2	0	7.1	6
COc1cccc(-c2nnc(SCC(=O)N3CC(C)CC(C)C3)o2)c1 (configuration not stated)	4	-5	1	0.1	0	-1	0.0	-10

Only RAD52 anneal inh and Xi reactivation (3 entries from above):
Compound	RAD52 anneal inh	Xi reactivation
O=C(NNC(=O)c1cc2ccccc2[nH]1)OCc1ccccc1	-9	-0.2
COc1cc(NC(=O)CSc2nc(C)c(C)c(C)n2)cc(OC)c1	-15	0.1
N#C[C@H]1[C@@H](c2ccc(C3=CCCC3)cc2)[C@H](CO)N1C(=O)c1ccccn1	-64	-0.1

Screens from PubChem.
